M1AAP inhibition: P. falciparum M1AAP inhibitors, biochemical, fluorogenic H-Leu-NHMec substrate, 1536-well (AID 1445); Aminopeptidase N (Plasmodium falciparum (isolate 3D7)); recombinant M1AAP, H-Leu-NHMec fluorogenic kinetic assay; higher % means a stronger effect; inhibition, % at 30 µM, or IC50 in µM where a hit was titrated; actives 0.42% (n = 220,000);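 active = primary inhibition above the hit cutoff, then over 50% inhibition at one or more dose response concentrations, cut at about 23% in these data, passing the limit was not always enough; inconclusive = conflicting primary data, or primary hits not chosen for dose response; inactive = low primary inhibition, or under 50% at every dose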;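 note: plate controls were DMSO full reaction for no effect and no enzyme background for full effect; strong numbers were not always called active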
human PMI inhibitors: human PMI inhibitors, high substrate, primary screen, biochemical, fluorescence intensity, high mannose 6-phosphate (AID 1220) | recombinant PMI enzyme, coupled fluorescence intensity; higher % means a stronger effect | actives 0.66% (n = 190,000) | Mannose-6-phosphate isomerase (Homo sapiens) | inhibition, % at 20 µM; hits with a dose series show IC50 in µM
West Nile antiviral: West Nile virus antiviral activity, cell-based, CPE readout (AID 1621); West Nile virus-infected cells, CPE inhibition; higher % means a stronger effect; CPE inhibition, % at 10 µM, or IC50 in µM where a hit was titrated; actives 0.02% (n = 290,000); in the data active = a potency from the dose series; inconclusive = CPE inhibition mostly from about 3.7% at the one dose, without a potency; inactive = the rest, 99 in 100 with CPE inhibition below about 2.2%; note: strong numbers were not always called active
TNAP activators: human TNAP enzyme activators, primary screen, biochemical, luminescent, no phosphate acceptor, uHTS (AID 1001); Alkaline phosphatase, tissue-nonspecific isozyme (Homo sapiens); purified TNAP, luminescent activation assay, no phosphate acceptor; higher activation fold means a stronger effect; one-dose activation fold at 20 µM; EC50 in µM for titrated hits; actives 0.03% (n = 200,000); in the data active = activation fold from about 3, or a potency from the dose series; inactive = the rest, 99 in 100 with activation fold below about 1.6; note: many of its hits are not listed in these tables
PMI inhibitors: inhibitors of human PMI, primary screen, biochemical, fluorescence intensity, coupled assay (AID 1209) | purified PMI enzyme, coupled fluorescence intensity; higher % means a stronger effect | inhibition, % at 20 µM, or IC50 in µM where a hit was titrated | actives 0.42% (n = 190,000);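 note: plate controls were DMSO vehicle for no effect and wells lacking substrate for full effect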
T cell HTS: modulators of CD8 T cell-vesicle binding, primary screen, mouse 2C CD8+ T cells, flow cytometry; 2C CD8+ T cell-vesicle binding; hits give low values; calls only at 7 µM; actives 0.068% (n = 330,000); AID 2052, 2009;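 active = response, share of CD8 T cells binding vesicles, and their 90th percentile fluorescence all below set limits, cut at about 80% in these data, passing the limit was not always enough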
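Assay system – 2C mouse CD8+ T cells · Also added – QL9-loaded Drosophila micro-vesicles · Timing – Cell–vesicle co-incubation 1.5 h at 37 °C, staining 20 min on ice · Signal – flow cytometry of vesicle-bound cells · Measure – percent CD8+ FL2 mean versus row control · Controls – Peptide-free naked vesicles (low) and QL9 vesicles with 0.7% DMSO vehicle (high)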
M17LAP inhibition: P. falciparum M17LAP inhibitors, primary screen, biochemical, fluorogenic H-Leu-NHMec substrate, 1536-well (AID 1619). inhibition, % at 30 µM; hits with a dose series show IC50 in µM. recombinant M17LAP, H-Leu-NHMec fluorogenic kinetic assay; higher % means a stronger effect. Leucine aminopeptidase (Plasmodium falciparum (isolate 3D7)). actives 0.38% (n = 220,000);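 active = compound inhibiting the enzyme by more than half at any dose during confirmatory dose-response retesting; inconclusive = strong single-dose inhibitors picked by rank but not retested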;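 note: plate controls were full reaction with DMSO carrier for no effect and no enzyme background for full effect; strong numbers were not always called active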
K1F lysis inhibition: inhibition of K1F phage lysis, E. coli UTI89, bacterial capsule biogenesis inhibitors, alamar blue (AID 488966); actives 0.02% (n = 340,000); E. coli UTI89 K1F phage lysis, alamar blue, 2 h; higher % means a stronger effect; inhibition, % at 100 µM, or IC50 in µM where a hit was titrated;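 active = phage lysis inhibition, versus mean bacterial control, above a set limit; inconclusive = no clear call, values can overlap the other calls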;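 note: capsule biogenesis inhibitors block K1F phage lysis so surviving cells raise fluorescence; higher fluorescence means more inhibition of phage lysis; actives were called in the ten point dose series up to 300 µM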
RSV antiviral HEp-2: RSV antiviral activity via CPE protection, HEp-2 cells, primary 10 µM value included (AID 2391) | CPE inhibition, % at 10 µM, or IC50 in µM where a hit was titrated | actives 0.13% (n = 310,000) | HEp-2 cells, RSV-induced CPE inhibition; higher % means a stronger effect; in the data active = a potency from the dose series; inconclusive = CPE inhibition mostly from about 23% at the one dose, without a potency; inactive = the rest, 99 in 100 with CPE inhibition below about 21%; note: strong numbers were not always called active
T cell HTS vesicle-bound %: also measured in T cell HTS; calls as there; double positive events, %; measured here: CD8+ vesicle-bound cell fraction;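 binding gate set so that unloaded-vesicle control wells show 10% double positive cells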
* hit, by the source's call; i = inactive; ? = inconclusive; . = no result given; [ ] = remark or other dose. Cut-off read from the data, not from the text of the source, unless noted: active = inhibition above about 50%; inactive = the rest.

SMILES	M1AAP inhibition	human PMI inhibitors	West Nile antiviral	TNAP activators	PMI inhibitors	T cell HTS	T cell HTS vesicle-bound %	M17LAP inhibition	K1F lysis inhibition	RSV antiviral HEp-2
O=c1[nH]c(C2CCCN(S(=O)(=O)c3ccccc3)C2)nc2c1nnn2Cc1ccc(OC(F)(F)F)cc1 (stereo not drawn)	.	.	0.2%	.	.	i	3	.	0.3%	1.8%
O=C(Cc1ccc(Br)cc1)NC1CCSC1=O (stereo not drawn)	-4%	-11%	0.4%	1.1	-10%	i	57	2%	0.1%	0.6%
Cc1ccc(NS(=O)(=O)c2ccc(C(=O)NCC(c3ccco3)N(C)C)cc2)cc1 (stereo not drawn)	.	.	-1.6%	.	.	i	20	.	-0.1%	0.5%
Cc1nnc(SCC(=O)NCc2ccc(F)cc2)[nH]c1=O	-1%	-2%	-0.5%	1.2	-2%	i	55	6%	0.5%	3.5%
COc1cc2c(cc1OC)C(c1cc(Br)ccc1F)N(C(=O)CCl)CC2 (stereo not drawn)	.	.	-3.3%	.	.	i	22	.	-0.3%[50 µM]	-1.7%
Cc1ccc(SCc2cn3c(C)csc3n2)cc1	7%	-12%	-0.7%	1.1	3%	i	25	-5%	7.5%	7.0%
Cc1ccc(C(=O)N[C@H](C(=O)OCC(=O)Nc2cccc(S(N)(=O)=O)c2)C(C)C)cc1	4%	.	0.0%	.	.	i	37	9%	-0.1%	-0.3%
CCN/C=C(\C#N)S(=O)(=O)c1ccc(Br)cc1	1%	.	-0.1%	.	.	i	20	4%	0.2%	0.5%
COC(=O)C1=C(CSc2nc3ccccc3s2)NC(=O)NC1c1ccc(F)cc1 (stereo not drawn)	-1%	4%	-1.5%	1.1	5%	i	53	0%	0.2%	-0.3%
O=C(N[C@H]1CCC(=O)N([C@H](CSc2ccccc2)Cc2ccccc2)CC1)OCc1ccccc1	.	.	-1.5%	.	.	i	17	.	0.1%	-1.5%
CCOC(=O)CN1C(=O)C2(OCCCO2)c2cc(Br)ccc21	.	.	0.1%	.	.	i	52	.	-0.6%	1.6%
Cc1c(C(=O)N2CCN(c3ccc(C(F)(F)F)cn3)CC2)oc2ccccc12	-4%	16%	-0.9%	1.1	13%	i	47	5%	-0.3%	5.3%
Cc1occc1C(=O)N1CCN(C(c2ccccc2)c2ccccc2)CC1	7%	-8%	-0.1%	1	-1%	i	20	17%	-0.2%	5.8%
COCCCNC(=O)c1ccc(NS(C)(=O)=O)cc1	2%	4%	1.4%	1	1%	i	29	-7%	0.7%	0.8%
O=C(Nc1ccccc1C(=O)NC(Cc1ccccc1)C(=O)NC1CCCCCC1)c1ccccc1 (stereo not drawn)	2%	2%	-0.3%	2	-2%	i	42	9%	0.3%	0.0%

Filtered by structure: those above containing a CF3 group
SMILES	M1AAP inhibition	human PMI inhibitors	West Nile antiviral	TNAP activators	PMI inhibitors	T cell HTS	T cell HTS vesicle-bound %	M17LAP inhibition	K1F lysis inhibition	RSV antiviral HEp-2
O=c1[nH]c(C2CCCN(S(=O)(=O)c3ccccc3)C2)nc2c1nnn2Cc1ccc(OC(F)(F)F)cc1 (stereo not drawn)	.	.	0.2%	.	.	i	3	.	0.3%	1.8%
Cc1c(C(=O)N2CCN(c3ccc(C(F)(F)F)cn3)CC2)oc2ccccc12	-4%	16%	-0.9%	1.1	13%	i	47	5%	-0.3%	5.3%

Arranged by formula weight (descending): part of the list above
SMILES	M1AAP inhibition	human PMI inhibitors	West Nile antiviral	TNAP activators	PMI inhibitors	T cell HTS	T cell HTS vesicle-bound %	M17LAP inhibition	K1F lysis inhibition	RSV antiviral HEp-2
Cc1ccc(C(=O)N[C@H](C(=O)OCC(=O)Nc2cccc(S(N)(=O)=O)c2)C(C)C)cc1	4%	.	0.0%	.	.	i	37	9%	-0.1%	-0.3%
COC(=O)C1=C(CSc2nc3ccccc3s2)NC(=O)NC1c1ccc(F)cc1 (stereo not drawn)	-1%	4%	-1.5%	1.1	5%	i	53	0%	0.2%	-0.3%
Cc1ccc(NS(=O)(=O)c2ccc(C(=O)NCC(c3ccco3)N(C)C)cc2)cc1 (stereo not drawn)	.	.	-1.6%	.	.	i	20	.	-0.1%	0.5%

(continued)
SMILES	M1AAP inhibition	human PMI inhibitors	West Nile antiviral	TNAP activators	PMI inhibitors	T cell HTS	T cell HTS vesicle-bound %	M17LAP inhibition	K1F lysis inhibition	RSV antiviral HEp-2
CCOC(=O)N1CCN(C(=O)c2ccc(S(=O)(=O)NCc3ccco3)cc2)CC1	3%	1%	-0.1%	1	-4%	i	13	1%	0.0%	1.3%
O=C(NCc1ccccc1)c1ccc2c(c1)OCCO2	12%	-4%	0.2%	1	-2%	i	18	3%	0.8%	-0.3%
NS(=O)(=O)c1cccc(NC(=O)COC(=O)CCSc2ccccc2)c1	0%	11%	0.9%	1	8%	i	54	3%	1.6%[50 µM]	0.4%
CCC1(c2ccccc2)NC(=S)N(c2cccc(C)c2C)N1 (stereo not drawn)	2%	-11%	-0.5%	1	-17%	i	51	-27%	0.5%[50 µM]	1.0%
CCN(C(=O)CN1CCN(S(=O)(=O)c2ccccc2C(F)(F)F)CC1)c1c(N)n(Cc2ccccc2)c(=O)[nH]c1=O	5%	-6%	0.4%	1.1	-4%	i	50	-13%	0.8%[50 µM]	-0.1%
COc1ccc(Cc2nc3ccc(C(=O)NCCc4ccncc4)cc3o2)cc1OC	.	.	-0.4%	.	.	i	4	.	0.1%	16%
COc1ccc(Cn2cnc3c(N)c(C)c(C)cc32)cc1	15%	40%	0.3%	1.1	26%	i	31	-7%	-0.4%	1.0%
O=C(CSc1nnc(NC(=O)C2CC2)s1)NCc1ccccc1	.	.	-0.2%	.	.	i	18	.	0.1%	0.3%
Cc1cccc(NC(=O)N2CCN(Cc3ccc4c(c3)OCO4)CC2)c1C	-12%	8%	-0.8%	1.1	4%	i	60	-1%	1.7%	0.3%
O=C(NCc1ccccc1)C1=C[C@H](c2csc3ccccc23)C[C@H](OCCCCO)O1	5%	54%*	-0.3%	1	22%	i	26	5%	1.1%	0.9%
CCOC(=O)c1ccc(N=c2scc(C)n2CC)cc1	-1%	-8%	-0.9%	1.2	-9%	i	54	-3%	0.4%	?
Cc1ccc(S(=O)(=O)/N=C(/NNC(=O)c2cccc(Cl)c2)c2ccccc2)cc1	.	.	0.5%	.	.	i	25	.	-2.0%	1.8%
O=C(COc1ccc2c3c(c(=O)oc2c1)CCC3)N1CCCCC1	.	.	-1.1%	.	.	i	15	.	0.0%	2.7%
CCc1ccc(NC(=S)NNC(=O)c2ccccc2OC(F)F)cc1	5%	-6%	0.2%	2.2	-10%	i	34	-3%	.	-0.6%
O=S(=O)(NCc1ccc(F)cc1)c1cccc(S(=O)(=O)N2CCOCC2)c1	7%	0%	-0.1%	1.1	-3%	.	.	-13%	-0.9%	1.0%
Cc1cc(Cl)ccc1NNC(=O)CCc1ccccc1	1%	.	-0.6%	.	.	i	28	6%	-0.1%	2.6%
CCOC(=O)C1=C(C)OC(N)=C(C(=O)OCC)C1c1cccnc1 (stereo not drawn)	4%	14%	1.7%	1.1	17%	i	12	9%	-0.7%	0.1%
CCCOc1cc(CN2CCCCC2)cc(C(C)=O)c1	2%	1%	-0.1%	1.2	2%	i	48	5%	0.0%	0.3%
Clc1ccc(-n2cccc2CN2CCc3c([nH]c4ccccc34)C2c2ccccn2)nc1 (stereo not drawn)	3%	40%	-0.3%	1.1	20%	i	55	4%	0.0%	61%
O=C(c1ccc(F)cc1)N1CCN(c2cc(N3CCCCC3)c(F)cc2[N+](=O)[O-])CC1	12%	9%	1.5%	1	8%	i	50	9%	-0.5%	27%
CCOC(=O)C1=C(C)NC(C)=C(C(=O)OCC)C1c1sccc1C	2%	11%	-0.5%	1.1	11%	i	23	0%	-3.7%	2.8%
CC1=C(/C=C/C(C)=N\NC(=O)c2ccncc2)C(C)(C)CCC1	-9%	10%	0.6%	1	0%	i	26	-12%	-0.8%	-1.9%
O=C(NCCCN1CCCC1=O)Nc1ccccc1F	.	.	0.1%	.	.	i	7	.	1.6%[50 µM]	0.5%
COC(=O)Nc1ccc(S(=O)(=O)N2CCCC(C(=O)NC3CCS(=O)(=O)C3)C2)cc1 (stereo not drawn)	9%	8%	0.4%	1	10%	i	54	-1%	2.1%[50 µM]	-0.1%
O=C(NCCCc1ccccc1)c1ccccc1	1%	-1%	0.0%	1.1	-6%	i	45	5%	0.6%	0.6%
O=C(CN1CCCCC1)N1N=C(c2cccs2)CC1c1cccs1 (stereo not drawn)	8%	10%	0.2%	1	11%	i	61	7%	0.1%	1.3%
O=CN1CCN(C(C(=O)NC2CCCC2)c2cc3c(cc2[N+](=O)[O-])OCO3)CC1 (stereo not drawn)	6%	31%	0.9%	1.1	10%	i	12	5%	1.8%	-0.8%
CCCOC1CCCN(C(=O)c2ccc(OC3CCN(C(=O)CCOC)CC3)cc2)C1 (stereo not drawn)	.	.	-0.1%	.	.	i	31	.	2.2%[50 µM]	1.5%
Nc1ncnc2c1ncn2[C@@H]1O[C@H](CO)C[C@H]1O	.	.	0.1%	.	.	i	42	.	3.0%	-0.1%
COc1ccc(-c2csc(N(CC3CCCO3)C(=O)c3ccco3)n2)cc1 (stereo not drawn)	-2%	20%	0.2%	1	20%	i	15	-2%	0.1%	3.0%
O=C(CN1CCN(C(=O)C2COc3ccccc3O2)CC1)Nc1ccc(F)cc1 (stereo not drawn)	7%	.	-0.5%	.	.	i	10	4%	.	8.5%
COc1cc(OC)c(OC)cc1/C=N/N(C)c1ccccc1	20%	-4%	0.6%	1.1	-1%	i	43	3%	0.5%	8.6%
Cc1cc(C)n(-c2nnc(N3CCN(c4ccccc4)CC3)nn2)n1	-1%	41%	0.1%	1	7%	i	50	1%	0.0%	0.4%
Cc1cc2nc(-c3ccc(=O)[nH]c3)n(C)c2cc1C	.	.	0.7%	.	.	i	28	.	1.3%[50 µM]	?
Cc1snc(SCc2cccc(Cl)c2)c1C#N	.	.	0.3%	.	.	i	57	.	0.2%	1.1%
CC(C)Oc1ccc(CN2CCC(n3nccc3NC(=O)CCc3ccccc3)CC2)cc1	.	.	-1.6%	.	.	i	18	.	0.1%	-0.4%
COc1ccc(/C=C(\C#N)C(=O)Nc2cccc3ncccc23)cc1OC	6%	.	0.3%	.	.	i	23	-4%	-0.7%[50 µM]	18%

No enrichment for hits. Share with any hit: about 1.5%.
